# High-throughput results deposited in PubChem BioAssay by Broad Institute.
# E-sel inducer: E-selectin induction on HUVECs; HUVEC E-selectin immunofluorescence imaging; normalized: neutral wells 0, TNF-alpha wells 100; activation, % at 7.58 µM; 260,000 tested, 0.37% active; AID 686992;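 active means mean E-selectin-positive cell signal at least 10% of the positive control, reached in at least 60% of replicates, without over 20% cell loss; inconclusive means no rule given, readout overlaps actives, possibly toxicity-flagged; inactive means the rest, including those meeting only one limit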;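 further: in these data hits start at about 27%; measured in HUVEC primary endothelial cells; signal is the percent of cells scored E-selectin positive by PE staining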
# Target sequence (P16581 whole entry, looked up): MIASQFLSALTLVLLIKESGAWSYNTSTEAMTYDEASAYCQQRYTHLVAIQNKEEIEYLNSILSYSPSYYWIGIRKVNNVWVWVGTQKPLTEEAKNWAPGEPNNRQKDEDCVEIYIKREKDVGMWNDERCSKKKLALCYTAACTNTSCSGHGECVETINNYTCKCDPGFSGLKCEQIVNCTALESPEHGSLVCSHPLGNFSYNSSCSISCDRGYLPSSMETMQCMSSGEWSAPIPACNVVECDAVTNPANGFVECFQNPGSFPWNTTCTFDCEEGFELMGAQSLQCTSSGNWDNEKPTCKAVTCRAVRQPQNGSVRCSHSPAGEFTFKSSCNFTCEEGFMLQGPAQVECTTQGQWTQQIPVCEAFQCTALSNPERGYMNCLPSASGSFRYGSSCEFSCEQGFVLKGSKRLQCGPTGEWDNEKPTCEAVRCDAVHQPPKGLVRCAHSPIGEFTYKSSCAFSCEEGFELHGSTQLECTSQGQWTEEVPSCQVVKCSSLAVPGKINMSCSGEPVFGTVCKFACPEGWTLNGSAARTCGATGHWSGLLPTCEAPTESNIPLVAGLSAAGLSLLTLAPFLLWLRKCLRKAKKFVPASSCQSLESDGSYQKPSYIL
#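 Read-out basis: % PE-positive cells; Test system: HUVEC primary endothelial cells; Technique: immunofluorescence imaging; Dosing: single-point compound dose.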
# SIRT5 block: sirtuin-5 (human) deacylase inhibition | Q9NXA8 | Purified SirT5, succinyl-peptide AMC, trypsin-coupled fluorescence | inhibition, % at 15 µM | 330,000 tested, 1.1% active | AID 652115; in the data active means inhibition above about 15%; inconclusive means no clear call, values can overlap the other calls
# DENV2 CPE: inhibitors of DENV2 cytopathic effect. AID 651640. 350,000 tested, 1.7% active. DENV2-infected cells, cytopathic effect rescue, plate reader. CPE inhibition, % at 9.99 µM; in the data active means CPE inhibition above about 20%, passing the limit was not always enough; inconclusive means no clear call, values can overlap the other calls; tested in BHK-21 cells;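 further: 0% = median of neutral control wells and 100% = median of positive control wells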
# S100A4 MyoIIA: S100A4-myosin IIA interaction inhibition | 360,000 tested, 0.14% active | inhibition, % at 10.7 µM | AID 652163 | P26447 | S100A4/TAMRA-MyoIIA peptide fluorescence polarization;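 active means mean inhibition of at least 70% across replicates, with every replicate also reaching that level; inconclusive means mean inhibition reaches 70% but some replicates fall short; inactive means mean inhibition below 70%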
#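 Material: human S100A4 monomer with TAMRA-labelled myosin IIA peptide; buffer or medium: HEPES pH 7.2 with CaCl2, KCl, NaCl, DTT, Triton; compound dosing: one concentration per compound; schedule: 5 min incubation before reading; benchmarks: neutral control DMSO, positive control TFP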
# C2C12 statin: suppressors of simvastatin-induced myotoxicity in C2C12 myotubes | ATP luminescence, 48 h; scaled: DMSO 0, geranylgeraniol control 100 | 330,000 tested, 0.78% active | rescue of ATP level, % at 7.49 µM | AID 602340;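 active means mean ATP rescue above about 67%, or every replicate alone reaching that limit, limit read from the data, passing the limit was not always enough; inconclusive means no clear call, values can overlap the other calls; inactive means mean under the limit and some replicate under it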;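 further: myotubes were challenged with 10 µM simvastatin during compound exposure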
# PglD DTNB: inhibitors of Campylobacter jejuni PglD acetyltransferase. inhibition, % at 12.5 µM. AID 602405. 360,000 tested, 0.098% active. purified PglD enzyme, DTNB colorimetric CoA detection; in the data active means inhibition above about 16%, passing the limit was not always enough; inconclusive means no clear call, values can overlap the other calls; further: strong numbers were not always called active
# ERp5 block: blocks human ERp5 reductase activity on insulin; Q15084; ERp5 insulin aggregation, absorbance 650 nm, 90 min; inhibition, % at 9.99 µM; 350,000 tested, 0.05% active; AID 651711;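 active means mean replicate inhibition above about 25%, with every replicate also reaching it, limit read from the data, passing the limit was not always enough; inconclusive means only one of those two criteria met; inactive means neither criterion met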
# Target sequence (Q15084 whole entry, looked up): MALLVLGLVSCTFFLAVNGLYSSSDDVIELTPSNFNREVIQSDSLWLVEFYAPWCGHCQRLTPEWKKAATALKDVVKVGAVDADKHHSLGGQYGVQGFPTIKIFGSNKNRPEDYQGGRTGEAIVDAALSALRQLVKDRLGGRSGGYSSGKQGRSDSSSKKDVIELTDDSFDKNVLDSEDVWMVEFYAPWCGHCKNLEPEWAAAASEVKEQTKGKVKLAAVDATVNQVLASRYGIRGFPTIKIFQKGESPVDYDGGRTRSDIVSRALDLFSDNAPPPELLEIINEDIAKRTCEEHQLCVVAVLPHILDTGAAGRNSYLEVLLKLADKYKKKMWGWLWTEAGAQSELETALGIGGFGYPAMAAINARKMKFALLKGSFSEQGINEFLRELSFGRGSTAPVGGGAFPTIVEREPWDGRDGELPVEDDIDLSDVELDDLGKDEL
# Active calls of the source: *; u = inconclusive; x = not tested or not shown.
# The line under a structure holds: E-sel inducer	SIRT5 block	DENV2 CPE	S100A4 MyoIIA	C2C12 statin	PglD DTNB	ERp5 block
CC1=C(C(=O)N2CCOCC2)CC(CC(=O)NCCN2CCOCC2)C(=O)N1Cc1ccc(F)cc1 (centres undefined)
 : 0.5	-3	15	2	-1	2	0
O=C(Nc1cccc(S(=O)(=O)Nc2ccc(Cl)cc2)c1)c1ccc2c(c1)OCCO2
 : u	0	-5	2	x	x	0
O=C(CCN1C(=O)/C(=C/c2ccccc2Cl)SC1=S)NNC(=O)c1cccnc1
 : 14	10	0	2	x	x	4
CCc1csc(N2[C@@H](C#N)[C@H](c3ccc(-c4cccc(F)c4)cc3)[C@@H]2CO)n1
 : -0.3	2	-22	-3	-1	0	2
COCC(=O)N1[C@@H]2CN(C(=O)Nc3ccccc3Cl)c3ccccc3[C@@H]2[C@@H]1CO
 : 0.1	0	4	x	-1	0	-8
Cc1cc(=O)[nH]c(Nc2ccc(N(C)C)cc2)n1
 : x	-2	-2	3	-13	10	0
C[C@H]1CN([C@@H](C)CO)C(=O)c2cc(C#CCN(C)C)cnc2O[C@@H]1CN(C)C(=O)Cc1cccnc1
 : -2.4	-6	-8	25	-3	0	-6
CCN1CCN(Cc2ccc(NC(=O)CC3Oc4ccc(C)cc4NC3=O)cc2)CC1 (centres undefined)
 : x	x	-10	-3	6	-1	-6
Cc1ccc(CN2C3=NCCN3c3ccccc32)cc1
 : x	-2	10	-4	x	x	-6
Cc1cc2ccccc2cc1C(=O)c1ccccc1
 : -0.2	-8	3	-8	-31	3	4
O=C(/C=C/c1ccc(Cl)cc1Cl)Nc1cccc(S(=O)(=O)NC2=NCCCCC2)c1
 : x	-5	8	-7	x	x	-2
CCOc1ccc(C2=C(C=C(C#N)C#N)C(c3ccccc3)c3ccccc3O2)cc1 (centres undefined)
 : x	-5	5	-1	x	-6	-2
COc1ccc(-c2cn(CCO)c(-c3ccncc3)n2)cc1
 : 0.2	-2	4	2	20	6	-5
Cc1ccc(NC(=O)CNC(=O)c2ccc(Oc3ccccc3)cc2)nc1
 : 0.4	9	-1	9	0	-1	1
O=C1C=C(NCCc2cc(Br)c(O)c(Br)c2)C(=O)c2ncccc21
 : -0.1	0	-7	12	x	x	5
CSc1ccccc1N=CC1=C(O)CC(C)(C)CC1=O
 : x	-1	-3	0	-23	0	-4
C[C@H](NC(=O)C[C@H]1C=C[C@H](NC(=O)CN2CCOCC2)[C@H](CO)O1)c1ccccc1
 : -0.4	-1	-2	4	0	-1	7
CCOc1ccc(/C=N/NC(=O)c2cc3c(OC)cc(OC)c(OC)c3[nH]2)cc1
 : 0.0	2	0	6	-33	4	7
COC(=O)c1ccccc1NC(=S)NC(=O)c1ccc2ccccc2c1
 : 1.2	3	12	2	x	x	6
COc1ccccc1CN1[C@@H](CO)[C@@H]2c3ccccc3N(C(=O)c3cccnc3)C[C@@H]21
 : 0.2	1	15	6	18	5	-1

# Some of these compounds in order of length of the SMILES, ascending.
# The line under a structure holds: E-sel inducer	SIRT5 block	DENV2 CPE	S100A4 MyoIIA	C2C12 statin	PglD DTNB	ERp5 block
COC(=O)c1ccccc1NC(=S)NC(=O)c1ccc2ccccc2c1
 : 1.2	3	12	2	x	x	6
CCOc1ccc(C2=C(C=C(C#N)C#N)C(c3ccccc3)c3ccccc3O2)cc1 (centres undefined)
 : x	-5	5	-1	x	-6	-2
C[C@H]1CN([C@@H](C)CO)C(=O)c2cc(C#CCN(C)C)cnc2O[C@@H]1CN(C)C(=O)Cc1cccnc1
 : -2.4	-6	-8	25	-3	0	-6

# The listing continues.
# The line under a structure holds: E-sel inducer	SIRT5 block	DENV2 CPE	S100A4 MyoIIA	C2C12 statin	PglD DTNB	ERp5 block
O=C(NNS(=O)(=O)c1ccc(F)cc1)c1ccc(S(=O)(=O)N2CCCCC2)cc1
 : -0.1	x	x	x	8	3	x
OCC1(Cc2ccccc2)CCCN(Cc2ccc(-c3ccco3)cc2)C1 (centres undefined)
 : 0.0	-4	5	-12	-3	-5	-3
CC(C)N(Cc1nc(-c2ccc3c(c2)OCO3)no1)CC1CCC(=O)N1 (centres undefined)
 : 3.6	0	-3	-1	18	-2	-5
Nc1nc(N2CCCCC2)c(C=O)c(N2CCCCC2)n1
 : x	-2	3	1	x	x	-2
N#C[C@H]1[C@H](c2ccccc2-c2ccccc2F)[C@H](CO)N1C(=O)Cc1ccccc1
 : 0.1	2	-2	14	x	x	-2
CCCNC(=O)C[C@@H]1CC[C@H]2[C@@H](COc3ccc(NC(=O)C4CCOCC4)cc3C(=O)N2C)O1
 : 0.0	1	-7	4	2	7	1
CCOC(=O)C1CCCN(Cc2nc(Cc3ccccc3Cl)no2)C1 (centres undefined)
 : 3.0	1	-4	-7	8	1	0
COc1cccc(CNC(=O)C[C@H]2C=C[C@@H](NC(C)=O)[C@H](CO)O2)c1
 : 0.2	-4	-2	-8	-1	4	1
O=C1c2ccccc2C(O)N1Cc1cccs1 (centres undefined)
 : x	-6	-8	-1	5	5	2
CN1C(=O)c2cc(NC(=O)C3CCOCC3)ccc2OC[C@@H]2O[C@@H](CC(=O)NCC3CCCCC3)CC[C@@H]21
 : 0.5	4	0	5	9	1	-3
C[C@@H]1CCCCO[C@@H](CN(C)C(=O)Nc2ccc(F)cc2)[C@H](C)CN([C@@H](C)CO)C(=O)c2cc(NC(=O)CCCN(C)C)ccc2O1
 : 0.4	-4	-2	0	x	-1	6
CC(=O)c1cccc(NC(=O)C2CCCN(S(C)(=O)=O)C2)c1 (centres undefined)
 : x	-6	0	0	-2	1	1
S=c1[nH]nc(-c2ccccc2Cl)n1/N=C/C=C/c1ccco1
 : -0.1	-2	-4	2	x	-4	1
CN(C1CCCCC1)S(=O)(=O)c1cccc(C#N)c1
 : -0.2	-1	x	-1	-3	x	0
Cc1c(Cl)c([N+](=O)[O-])nn1CCCC(=O)Nc1cccnc1
 : 0.1	-1	13	1	7	x	2
Cc1nc2c(S(=O)(=O)c3ccccc3)cnn2c(C)c1C
 : 0.6	-2	-6	-2	x	x	-1
CCCCC(CC)COC(=O)c1ccc(N(C)C)cc1 (centres undefined)
 : x	x	-1	-3	-3	2	-1
Cc1cc(C)cc(NC(=O)CN2CCN(C(=O)c3cccs3)CC2)c1
 : x	-3	-3	0	4	1	-2
CC(=O)NC(c1cccc(F)c1)c1nc(-c2cnc3ccccc3c2)cs1 (centres undefined)
 : 0.0	5	7	5	6	1	1
C=CCN1C(=O)c2ccc(C(=O)NCCc3ccc(F)cc3)cc2C1=O
 : -0.1	-3	3	9	x	1	5
Cc1ccc(S(=O)(=O)Nc2ccccc2C(C(=O)OC(C)(C)C)C(=O)OC(C)(C)C)cc1
 : -0.1	-2	-13	-3	x	x	-3
CO[C@H]1CC[C@H]2CCN(C)C(=O)[C@@H](C)[C@@H](OC)CN(C)C(=O)c3cc(C#N)ccc3OC[C@@H]1O2
 : 0.1	1	-10	2	-2	1	0
CC(C)(C)OC(=O)NCCCCCNC(=O)c1nc[nH]c1C(=O)NCc1ccccc1
 : -0.1	x	-12	-2	16	1	1
Cc1ccc(N=CC2=C(O)CC(c3cccc(Cl)c3)CC2=O)cc1 (centres undefined)
 : 3.3	-4	-1	0	x	x	-5
Cc1ccccc1NC(=O)NC1CCCCC1C (centres undefined)
 : 0.0	-8	x	-7	x	x	-8
CCOc1ccc(NS(=O)(=O)c2ccc(C(=O)NCC(c3ccco3)N3CCCCC3)cc2)cc1 (centres undefined)
 : 0.1	0	-1	4	x	x	-9
CCOC(=O)c1sc(-c2ccc(Cl)cc2Cl)nc1O
 : x	-4	0	2	x	x	3
O=C1/C(=C/c2ccccc2[N+](=O)[O-])COc2ccccc21
 : 8.7	0	4	-5	169*	-1	-2
C[C@@H]1CN([C@H](C)CO)C(=O)c2cc(NC(=O)c3ccncc3)ccc2O[C@@H](C)CCCCO[C@H]1CN(C)C(=O)Nc1cccc2ccccc12
 : 0.3	11	-9	-27	59	-1	1
Nc1ncnc(Sc2ccc(Cl)cc2)c1[N+](=O)[O-]
 : x	x	-5	-1	x	x	1
COc1ccc(S(=O)(=O)N2CCOC2CNC(=O)C(=O)NCCCN2CCCC2=O)cc1OC (centres undefined)
 : 0.0	x	3	-10	21	-5	4
O=C(NNC(=O)C1CCN(S(=O)(=O)c2cccc(C(F)(F)F)c2)CC1)C1CC1
 : x	-3	0	-1	x	x	2
C=CCOc1ccccc1CN(CCc1ccccc1)C(=O)c1cccc(S(C)(=O)=O)c1
 : 0.0	5	-1	-3	7	4	-3
COc1cc(C(=O)NCCNC(=O)c2ccc(C)nc2)cc(OC)c1OC
 : x	-4	-6	-14	-2	1	-1
O=C(CCN1CCCCC1)N[C@@H]1CC[C@H](CC(=O)N2CCC(Cc3ccccc3)CC2)O[C@H]1CO
 : -0.2	-6	-2	3	-2	-3	5
Cc1ccc(S(=O)(=O)Nc2ccc3c(c2)C(=O)N([C@@H](C)CO)C[C@@H](C)[C@@H](CN(C)C(=O)CCC(F)(F)F)OCCCC[C@@H](C)O3)cc1
 : x	10	-1	-3	x	-3	-1
O=C(COC(=O)c1cccc(Cl)c1)Nc1ccc2[nH]c(=O)[nH]c2c1
 : 0.3	4	1	-2	x	x	-5
COc1ccc(OC)c(NC(=O)c2cccc(S(=O)(=O)N3CCN(C(C)=O)CC3)c2)c1
 : 0.3	-2	5	-2	6	9	3
Cc1ccccc1N=Nc1c(O)n(C)c2ccccc12
 : x	0	-2	-3	12	4	5
COc1cccc(CN2CC(C(=O)NCCCc3ccc(C)cc3)CCC2=O)c1 (centres undefined)
 : x	-1	-4	-2	10	-3	-4
CN1C(C(=O)NCc2ccccc2)CC2Cn3c(nc4cc5ccccc5cc43)C21 (centres undefined)
 : 0.0	x	3	-1	2	3	0
Cc1ccc(NC(=O)C(OC(=O)c2cc(C)oc2C)c2ccccc2)cc1 (centres undefined)
 : 0.7	1	x	-2	1	0	3
C=CCN(c1ccc(C(=O)Nc2cc(C)cc(C)c2)cc1)S(C)(=O)=O
 : x	6	8	-2	x	x	-3
CCc1nc(SCc2ccc([N+](=O)[O-])cc2)n[nH]1
 : -0.1	-6	3	-6	-4	-5	4
COc1ccccc1NC(=O)N1C[C@@H]2[C@H](c3ccccc31)[C@H](CO)N2CC1CCCC1
 : 0.8	-1	0	-1	-24	3	9
COc1ccc(S(=O)(=O)N(Cc2ccccc2)c2ccccc2C(=O)Nc2ccccc2C(=O)NCc2ccco2)cc1
 : -0.1	x	x	x	-7	2	x
COc1ccc(NC(=O)c2cccc(N3C(=O)C4C5C=CC(C5)C4C3=O)c2)cc1 (centres undefined)
 : 0.0	-1	-5	0	-6	1	5
O=C(CSc1nc2ccccc2c(=O)n1-c1ccccc1)NC(=O)CN1CCCC1=O
 : 0.1	-2	4	-5	x	x	3
Cc1cc(-c2nnc3n2N=C(c2ccccc2Br)CS3)n[nH]1
 : 3.1	-7	-3	-1	x	x	5
N#C/C(=C\c1cccnc1)c1ccccn1
 : 0.1	-1	-11	-2	-1	-2	4
C[C@@H]1CCCCO[C@@H](CN(C)S(=O)(=O)c2cn(C)cn2)[C@H](C)CN([C@@H](C)CO)C(=O)c2cc(NS(=O)(=O)c3cn(C)cn3)ccc2O1
 : -0.1	-2	-7	3	x	6	4
CCOc1ccc(NS(=O)(=O)c2c(C(=O)N3CCCCCC3)c(C)n(C)c2C)cc1
 : 0.0	-8	-1	-8	6	-2	2
COC(=O)C[C@H]1CC[C@H]2[C@@H](COc3ccc(NC(=O)Nc4ccc(C#N)cc4)cc3C(=O)N2C)O1
 : 0.0	-1	17	4	x	x	7
O=C(CC1Sc2ccccc2NC1=O)Nc1cccc(C(=O)O)c1 (centres undefined)
 : 0.0	3	11	-5	-5	0	3
COc1cc(OC)cc(C(=O)NCC(=O)OCC(=O)NC(C)(C)C)c1
 : 0.0	-1	1	-3	3	-5	-1
Cc1ccc(N=Nc2ccc(N)cc2C)c(S(N)(=O)=O)c1
 : 0.0	0	3	-3	3	-2	0

# This is a subset; the hit share may differ from the screen's.
